# Screening data from PubChem.
# PAX8 reporter = inhibitors of PAX8 transcriptional activity in RMG-I cells. RMG-I TPO-luciferase reporter, SteadyGlo, 24 h. inhibition, % at 12.6 µM. hit rate 1.2% among 360,000;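 active means mean replicate inhibition at least 60% with every replicate also reaching 60%; inconclusive means only one of the two criteria is met; inactive means mean below 60% and not all replicates reaching 60%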;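 further: luciferase light reporting Pax8 driven TPO promoter activity; plate controls were median of neutral control wells for no effect and mitoxantrone controls for full effect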
# Casp6 inh = blocks human caspase-6 cleavage activity; inhibition, % at 12.5 µM; hit rate 0.53% among 350,000; AID 686996; P55212; purified caspase-6, Z-VEID-R110 cleavage fluorescence;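 active means mean inhibition across replicates at least about 35%, with every replicate also reaching that limit, limit read from the data; inconclusive means only one of the two criteria met; inactive means neither criterion met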;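 further: 0% = median of neutral control wells and 100% = no fluorescence left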
# Target sequence (P55212 24-179 limits assumed): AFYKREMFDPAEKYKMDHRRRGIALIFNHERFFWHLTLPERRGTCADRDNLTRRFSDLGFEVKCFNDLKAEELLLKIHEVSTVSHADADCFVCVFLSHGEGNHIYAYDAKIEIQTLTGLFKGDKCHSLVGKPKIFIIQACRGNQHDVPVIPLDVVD
# Target sequence (P55212 194-293 limits assumed): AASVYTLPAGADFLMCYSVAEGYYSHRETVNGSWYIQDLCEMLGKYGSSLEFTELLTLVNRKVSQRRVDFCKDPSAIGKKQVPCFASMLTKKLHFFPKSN
# DENV2 CPE = protects cells from dengue virus 2 cytopathic effect; hit rate 1.7% among 350,000; CPE inhibition, % at 9.99 µM; DENV2-infected cells, cytopathic effect rescue, plate reader; in the data active means CPE inhibition above about 20%, passing the limit was not always enough; inconclusive means no clear call, values can overlap the other calls; tested in BHK-21 cells;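 further: 0% = median of neutral control wells and 100% = median of positive control wells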
# ARNT TACC3 PPI = ARNT/TACC3 interaction disruption; hit rate 0.66% among 390,000; inhibition, % at 9.99 µM; AlphaScreen His-ARNT PAS-B/GST-TACC3 binding, luminescence; TACC3 fragment carries E629A point mutation;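 active means mean inhibition of replicates at least 50% and at least half of replicates each reaching 50%; inconclusive means half or more replicates reach 50% but mean below 50%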;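 further: 0% = complete ARNT plus TACC3 wells and 100% = ARNT alone without TACC3; many hits fall short of the cut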
# LGR2 antag = inhibitors of bursicon-induced Drosophila LGR2 receptor cAMP signaling. HEK293 LGR2, CRE-luciferase, bursicon-stimulated, 4 h. inhibition, % at 9.99 µM. hit rate 0.35% among 380,000;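 active means drop in luminescence signal, shown as inhibition above about 50% in the replicate tests, limit read from the data, passing the limit was not always enough; inconclusive means probably only some replicates passing the limit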;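 further: agonist challenge used bursicon conditioned medium at about half maximal strength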
# EWS-Fli inh = inhibitors of EWS/Fli oncoprotein transcriptional activity; inhibition, % at 12.6 µM; A673 NR0B1-luciferase reporter, viability-normalised; hit rate 0.67% among 350,000; AID 651661;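 active means mean inhibition of at least 50% after viability correction, with every replicate also passing that limit; inconclusive means mean reaches 50% but only one of two replicates passes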;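 further: firefly luciferase signal divided by Alamar Blue viability fluorescence both relative to DMSO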
# SIRT5 block = blocks human SIRT5 desuccinylation of peptide; Q9NXA8; Purified SirT5, succinyl-peptide AMC, trypsin-coupled fluorescence; inhibition, % at 15 µM; hit rate 1.1% among 330,000; in the data active means inhibition above about 15%; inconclusive means no clear call, values can overlap the other calls
# Target sequence (Q9NXA8 whole entry, looked up): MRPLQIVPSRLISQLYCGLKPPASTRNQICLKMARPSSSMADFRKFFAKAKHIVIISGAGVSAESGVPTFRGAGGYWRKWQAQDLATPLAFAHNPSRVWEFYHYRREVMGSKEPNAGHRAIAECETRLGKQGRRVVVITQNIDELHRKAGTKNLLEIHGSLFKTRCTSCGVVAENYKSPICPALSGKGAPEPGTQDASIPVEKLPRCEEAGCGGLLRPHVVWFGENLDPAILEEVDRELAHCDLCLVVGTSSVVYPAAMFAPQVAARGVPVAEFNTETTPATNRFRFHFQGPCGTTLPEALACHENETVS
# An asterisk follows results filed as active; ? = inconclusive; · = not tested or not shown. The order is random. About 4.9% of those tested had a hit in this group.
SMILES,PAX8 reporter,Casp6 inh,DENV2 CPE,ARNT TACC3 PPI,LGR2 antag,EWS-Fli inh,SIRT5 block
CCCCN(CCCC)C(=O)C1(P(=O)(c2ccccc2)c2ccccc2)CCC1,13,1,3,-3,11,26,-3
COc1ccc(C(=O)OCc2cc(=O)oc3cc(C)ccc23)cc1S(=O)(=O)N1CCOCC1,0,2,4,·,-15,-24,2
O=C(O)CCCN1C(=O)C2C3C=CC(C2C1=O)C1C(=O)N(CCCC(=O)O)C(=O)C31 (stereo not given),-3,1,-3,-16,2,1,-4
CN(C)C(=O)[C@@H]1[C@@H](CO)[C@@H]2Cn3c(ccc(/C=C/c4ccccc4)c3=O)[C@@H]2N1CC1CC1,11,3,-2,·,-1,2,-17
C[C@@H]1CN([C@@H](C)CO)C(=O)Cc2cc(NC(=O)Nc3ccc(F)cc3)ccc2O[C@H]1CN(C)C(=O)Nc1cccc2ccccc12,11,0,4,13,-9,5,2
Cc1noc(C)c1S(=O)(=O)Nc1ccc2c(c1)CC(=O)N([C@H](C)CO)C[C@H](C)[C@H](CN(C)Cc1ccc(Cl)c(Cl)c1)O2,11,-1,7,22,3,-12,2
COC(=O)c1[nH]c2ccccc2c1Sc1ccccc1,-7,-6,2,-3,-7,-4,-3
Cc1ccc(CNS(=O)(=O)c2cn(C)cn2)cc1,·,2,-5,20,-8,1,-3
COc1ccc([Si](C)(C)[C@@H]2[C@@H](CCn3cc(CCO)nn3)O[C@]3(C(=O)N(Cc4ccc(N5CCC5=O)cc4)c4ccccc43)[C@H]2C)cc1,?,1,-2,12,·,34,-3
CCn1ncc(C2=NOC(C(=O)N3CCN(c4ccccc4)CC3)C2)c1C (stereo not given),·,0,·,-4,·,3,1
CC(=O)N(C)C[C@H]1Oc2ncc(C#C[C@@H](C)O)cc2C(=O)N([C@@H](C)CO)C[C@H]1C,·,0,19,-2,9,-17,5
CC(=O)Nc1cccc(NC(=O)c2cc(Cl)ccc2Cl)c1,17,-1,·,2,31,-6,-10
O=C(CNC(=O)Cc1ccccc1)NCC(=O)OCc1ccc(C(=O)c2ccccc2)cc1,·,1,2,7,12,15,0
CCNC(=S)NCc1ccc(OC)c(OC)c1,-14,2,-4,0,-12,-6,1
O=C(Cn1c2c(c(-c3ccccc3Cl)cc1=O)CCC2)NCCCN1CCOCC1,4,-4,-7,·,6,3,-4
COc1cccc(-c2cnc3c(c2)C(=O)N([C@H](C)CO)C[C@H](C)[C@H](CN(C)C(=O)Nc2ccc4c(c2)OCO4)O3)c1,·,1,-2,4,32,-8,0
COCC(=O)Nc1ccc2c(c1)[C@@H]1C[C@@H](CC(=O)NCc3ccncc3)O[C@@H](CO)[C@@H]1O2,·,-2,-4,-1,15,1,-2
CCN(Cc1cccc(OC)c1)CC1CCCN(CCc2cccc(OC)c2)C1 (stereo not given),13,-15,10,8,12,9,-2
COc1cc(/C=C/C(=O)OCC(=O)Nc2ccc3[nH]c(=O)[nH]c3c2)ccc1OC(F)F,-3,0,-7,·,-6,-1,-3
O=C(C[C@H]1C[C@@H]2c3cc(NC(=O)NC4CCCC4)ccc3O[C@@H]2[C@H](CO)O1)NCc1ccc(Oc2ccccc2)cc1,3,-2,-3,2,14,1,1
Cn1c(SCC(=O)NC2CCS(=O)(=O)C2)nc2ccccc21 (stereo not given),0,-4,-3,4,-11,-2,0
Cc1cc(C(=O)CCl)c(C)n1CCc1ccc(Cl)cc1,3,-1,-1,-12,4,23,-1
O=C(CN(CC1CCCO1)C(=O)CNS(=O)(=O)c1ccc(Cl)cc1)NCCc1ccccc1 (stereo not given),·,0,5,-4,6,1,-1
CC1(C(=O)NS(=O)(=O)c2cccc(Cl)c2)CCN1C(=O)CC1CC1 (stereo not given),-6,-1,-1,·,3,2,-9
Cn1nc(C(=O)NNC(=O)C(CCC(N)=O)NS(=O)(=O)c2ccc(Cl)cc2)c2ccccc2c1=O (stereo not given),-7,2,6,7,-8,5,0
O=C(O)Cc1csc(NC(=O)CSc2cccc(C(=O)O)n2)n1,16,-2,-1,·,·,-1,-4
O=C(NCc1ccccc1Cl)C1CCN(S(=O)(=O)c2cccc3nonc23)CC1,-5,2,1,-1,-7,1,2
CC1CCC(CN2CCN=C2N(C)C)CC1 (stereo not given),10,0,-5,-3,2,2,·
Cc1c(C(=O)OCC(=O)NC(=O)NC2CCCCC2)cccc1[N+](=O)[O-],4,-3,-10,-1,5,2,-6
CCCNC(=O)N1CCC2(CC1)CN(C(=O)CCC)[C@H](CO)c1[nH]c3cc(OC)ccc3c12,14,4,20,·,0,-1,-5
CC(=O)c1cccc(N=Nc2c(C)[nH]c3ccccc23)c1,8,·,·,1,-10,·,·
Clc1ccc2oc(SCc3cccnc3)nc2c1,-64,-3,-1,-1,-17,-38,-1
O=C(O)c1ccc(C(=O)Nc2ccc(F)cc2)cc1,-30,3,-3,20,-20,-2,7
COc1ccc2c(COC(=O)c3cccc(S(=O)(=O)NCC(C)C)c3)cc(=O)oc2c1,-8,-4,-9,-3,-24,-6,-1
CCOC(=O)/C=C1\NC2(CCCCC2)Cc2cc(OC)c(OC)cc21,·,1,·,5,3,5,1
COC(=O)c1ccccc1S(=O)(=O)N1CCC(C(=O)N2CCC2)CC1,3,-137,3,·,-1,-8,-2
Cc1ccc2nc(SCC(=O)Nc3ccc(C)c([N+](=O)[O-])c3)[nH]c2c1,0,·,·,4,-13,·,·
O=C(C[C@@H]1CC[C@H](NC(=O)C2CC2)[C@H](CO)O1)Nc1ccccc1,·,-11,5,24,-10,·,7
CCC(C)[C@H](NS(=O)(=O)c1ccc(F)cc1Br)C(=O)OC (stereo not given in full),-2,-1,18,-3,7,-12,·
COc1ccc(C(=O)CSc2nnc(CN3CCCCC3)n2-c2ccc(Cl)cc2)cc1OC,-19,·,·,-5,-16,·,·
C/C(=N/NC(=S)Nc1ccccc1)c1ccc2c(c1)OCO2,25,5,·,10,-51,-33,1
COc1ccc(-c2noc3c2-c2nc(-c4ccccc4C)sc2CC3)cc1,-1,·,19,·,-17,45,·
C[C@H](CO)N1C[C@H](C)[C@@H](CN(C)Cc2ccc(Cl)c(Cl)c2)Oc2ccc(NC(=O)CCN3CCOCC3)cc2C1=O,-2,-2,0,-8,·,·,-2
Cn1c(SCc2ccc(Cl)cc2)nnc1C1CC1,-2,-4,1,-4,·,-4,0
Cc1nc2ccc([N+](=O)[O-])cc2[nH]1,4,-2,10,-1,-12,5,0
COc1cccc(-c2cnc3c(NC(C)=O)cc(-c4ccncc4)cn23)c1,1,5,-9,·,-5,-14,0
O=C(NCc1nnc(SCc2ccc(F)cc2)n1-c1ccc(F)cc1)C12CC3CC(CC(C3)C1)C2,13,2,-5,-27,15,-7,4
O=C(NCC(=O)N(c1cccnc1)C(C(=O)NC1CCCCC1)c1ccccc1)c1ccco1 (stereo not given),-5,0,2,28,9,3,-4
O=C(O)c1ccc(CN2CCCCC2)o1,·,3,0,-6,4,-3,1
O=C(Cc1ccccc1Cl)Nc1cccc(S(=O)(=O)N2CCCCCC2)c1,16,3,4,-7,16,11,-12
Cc1cc(C)c(C)c(OCC(=O)N2CCN(c3ccccn3)CC2)c1,36,3,-7,3,5,9,-4
Cc1noc(C)c1S(=O)(=O)N(C)C[C@H]1OCCCC[C@H](C)Oc2ccc(NC(=O)Nc3ccc(C(F)(F)F)cc3)cc2C(=O)N([C@H](C)CO)C[C@H]1C,·,1,5,25,2,4,-4
CCCn1c(N)c(N(CCOC)C(=O)CSCC(=O)Nc2ccc(OC)cc2)c(=O)[nH]c1=O,0,1,-1,-3,2,-2,4
COC(=O)c1ccccc1NC(=O)CN1CCC(C)CC1,7,-2,-6,4,-9,1,0
O=C(CN1CCOCC1)Nc1ccc2c(c1)OCO2,10,-1,-8,2,9,-12,-4
COc1ccc(N2CCN(CC(=O)Nc3cccc(S(=O)(=O)N4CCOCC4)c3)CC2)cc1,17,4,-10,-1,3,9,15*
CSc1ncccc1C(=O)OCC(=O)c1ccccc1,0,19,-6,-13,·,3,-1
NS(=O)(=O)c1ccc(CCNCc2ccccc2OCc2ccc(Cl)cc2)cc1,10,-1,-20,28,30,37,-3
CN(C(=O)c1ccc(-c2nn(C)c(=O)c3ccccc23)cc1)C1CCCCC1,16,-2,-6,25,14,10,-1
COc1ccc(N2CCN(S(=O)(=O)CCNC(=O)c3cccs3)CC2)cc1,5,-4,8,-3,-7,2,6

# The list continues:
SMILES,PAX8 reporter,Casp6 inh,DENV2 CPE,ARNT TACC3 PPI,LGR2 antag,EWS-Fli inh,SIRT5 block
CC(C)CNc1ncnc2c1ncn2[C@H]1CN(Cc2ccco2)C[C@@H](CO)O1,84*,-3,2,·,-7,-10,1
CCOc1ccc2nc(NC(=O)C3=NNC(=O)CC3)sc2c1,-87,·,6,5,-15,-34,-3
O=C(NCCCN1CCCC(O)C1)c1cc(COc2ccc(F)cc2F)on1 (stereo not given),·,2,-5,-5,1,0,-3
COc1ccc(NC(=O)Nc2cccc3c2O[C@H](CN(C)Cc2ccccc2)[C@@H](C)CN([C@@H](C)CO)C3=O)cc1,·,·,?,3,11,-5,-2
CC(C)C#Cc1ccc([C@H]2[C@H](C#N)N(C(=O)c3ccccn3)[C@H]2CO)cc1,2,-3,-5,18,0,3,0
CC1CCCCN1C(=O)CCn1c(=O)oc2ccccc21 (stereo not given),-30,-1,6,5,0,1,-5
CCOc1cc(C(=O)Nc2cccc3ncccc23)cc(OCC)c1OCC,·,2,3,-6,7,9,-1
CO[C@@H]1CN(C)C(=O)c2cc(NC(C)=O)ccc2OC[C@H](C)N(C(=O)C2CC2)C[C@H]1C,·,-1,-4,-9,15,-3,-2
COc1cccc(/C=C/C(=C2/C(=O)N(c3ccccc3)N=C2C)c2ccccc2)c1OC,-6,·,·,-8,15,·,·
COc1ccccc1-c1ccc([C@H]2[C@H](CO)N3CCCCN(S(=O)(=O)c4cn(C)cn4)C[C@@H]23)cc1,-8,-1,9,-4,-16,-3,0
CC(C)C(C(=O)O)N1C(=O)/C(=C/c2cccn2C)SC1=S (stereo not given),29,4,-3,3,-6,0,·
C[C@H](CO)N1C[C@H](C)[C@@H](CN(C)Cc2ccc3c(c2)OCO3)Oc2c(NC(=O)c3ccncc3)cccc2C1=O,-12,-2,-10,7,-7,3,0
COC(=O)c1c(NC(=O)CN2CCN(S(=O)(=O)c3ccccc3[N+](=O)[O-])CC2)sc2c1CCC(C)C2 (stereo not given),0,·,·,1,15,·,·
Cc1ccc(C)c(NC(=O)COC(=O)c2c(-c3ccccc3)noc2C)c1,3,3,14,·,-6,7,-3
O=C(C1CC1)N1CCN(c2ccc(O)cc2)CC1,-7,-5,3,0,-7,-18,2
COc1ccccc1N1CCN(C2CCCN(C(=O)c3ccoc3C)C2)CC1 (stereo not given),6,0,-1,1,-4,·,-3
Cc1ccc(S(=O)(=O)N[C@H]2C=C[C@H](CC(=O)NCCc3ccncc3)O[C@@H]2CO)cc1,0,-1,4,·,0,-3,-2
CCN1C(=O)CC(NC2CCN(C(=O)c3ccc(F)cc3)CC2)C1=O (stereo not given),-6,0,11,-5,0,-8,-2
